Rev-erbA mod – modulators of human Rev-erb alpha DNA binding | 370,000 compounds, 0.79% hits | P20393 | activity, % at 10 µM | Rev-erbα–FITC-DNA binding, fluorescence polarization, 90 min;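 active = activity above about 14%, limit read from the data; passing the limit was not always enough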;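 note: 0% = DMSO wells with 35 nM protein and 100% = DMSO wells with 750 nM protein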
mABHD4 FP – inhibitors of mouse ABHD4; inhibition, % at 8.92 µM; Q8VD66; 370,000 compounds, 0.54% hits; purified mABHD4, FP-Rh probe fluorescence polarization;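 active = inhibition exceeding the mean over every tested compound plus 3 SD, cut at about 30% in these data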;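 note: 0% = plate median of compound wells and 100% = S159A mutant with DMSO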
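Material: mouse ABHD4 enzyme, wild type; Benchmarks: S159A mutant high control, sample median low control; Buffer or medium: HEPES pH 7.0, NaCl, Pluronic buffer; Signal: fluorescence polarization; Read-out: percent inhibition of probe binding, normalized to plate controls; Timing: pre-incubation 45 min, probe exposure 60 min, at 25 °C; Dosing: 8.92 µM, single dose.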
SIAE inh – blocks human sialic acid acetylesterase; 370,000 compounds, 0.69% hits; inhibition, % at 9.66 µM; AID 1053197; Q9HAT2; SIAE FP-Rh probe binding, fluorescence polarization;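 active = inhibition above a cutoff: mean of compounds within the control limits plus 3 SD of those, cut at about 17% in these data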;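 note: 0% = plate median of compound wells and 100% = probe without SIAE protein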
Target sequence (Q9HAT2 whole entry, looked up): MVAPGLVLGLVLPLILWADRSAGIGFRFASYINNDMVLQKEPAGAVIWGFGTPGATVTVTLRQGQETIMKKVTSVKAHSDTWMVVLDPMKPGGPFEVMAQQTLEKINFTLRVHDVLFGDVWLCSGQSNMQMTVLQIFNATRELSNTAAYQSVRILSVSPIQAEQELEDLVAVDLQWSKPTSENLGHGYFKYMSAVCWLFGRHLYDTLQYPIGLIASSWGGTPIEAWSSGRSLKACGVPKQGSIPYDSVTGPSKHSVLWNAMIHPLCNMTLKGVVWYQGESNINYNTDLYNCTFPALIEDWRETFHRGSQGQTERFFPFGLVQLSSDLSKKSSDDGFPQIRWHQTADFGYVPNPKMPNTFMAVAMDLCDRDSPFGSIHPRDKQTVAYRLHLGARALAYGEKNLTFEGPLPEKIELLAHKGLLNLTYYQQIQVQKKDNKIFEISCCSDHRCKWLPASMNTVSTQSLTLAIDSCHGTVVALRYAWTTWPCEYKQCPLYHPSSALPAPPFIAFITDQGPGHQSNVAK
TCR-CD3 inh – inhibitors of human TCR-CD3 interaction | TAMRA-labeled TCR probe fluorescence, biochemical | 360,000 compounds, 0.37% hits | inhibition, % at 9.4 µM; in the data active = inhibition above about 19%;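 note: recombinant mutant TCR 2C K166C tagged with TAMRA read by polarization; 0% = receptor in buffer alone and 100% = receptor with positive control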
PG9 binder – small molecules binding HIV-1 gp120 antibody PG9; TR-FRET gp120-PG9 antibody binding; AID 624416; inhibition, % at 6.7 µM; 360,000 compounds, 0.43% hits; in the data active = inhibition above about 8.5%
TDP2 inh – TDP2 (human) inhibition, absorbance primary screen | recombinant TDP2, T5PNP hydrolysis, p-nitrophenol absorbance 415 nm | inhibition, % at 12.8 µM | 370,000 compounds, 0.34% hits | AID 720702;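 active = inhibition above the mean of all tested compounds plus 3 SD, set per campaign, cut at about 25% in these data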;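 note: 0% = DMSO with enzyme and 100% = buffer with substrate but no TDP2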
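Assay system: recombinant human TDP2 / Reagent: T5PNP substrate at 5 mM, a TopII-DNA adduct mimic / Measured by: epi absorbance from released p-nitrophenol / Evaluation: % inhibition relative to enzyme-containing and enzyme-free wells / Control set: enzyme-free and DMSO wells / Replicates: each compound tested once, singlicate / Schedule: enzyme reaction with compound for 2 h at 37 °C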
LEDGF integ inh – blocks HIV-1 LEDGF/p75-dependent DNA integration; TR-FRET IN-LEDGF/p75 DNA integration, Eu/Cy5; 370,000 compounds, 0.64% hits; inhibition, % at 3.7 µM;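 active = inhibition above the screen-wide mean plus 3 SD, cut at about 13% in these data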;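 note: signal is the Cy5 over europium emission ratio at 671 and 618 nm; 0% = plate median of compound wells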
rCAG RNA binder – molecules binding r(CAG) RNA repeats; r(CAG) RNA repeat, TO-PRO-1 dye displacement fluorescence; 370,000 compounds, 1.3% hits; inhibition, % at 3 µM;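 active = inhibition above the plate cutoff, the mean of all test compounds on that plate plus 3 SD, cut at about 35% in these data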;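 note: 0% = DMSO alone and 100% = 100 µM mitoxantrone as full dye displacement; higher means more dye released from RNA so lower well fluorescence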
HTRA1 inhibitor – inhibitors of human serine peptidase HTRA1; recombinant HTRA1, FP-rhodamine activity-based probe, fluorescence polarization; inhibition, % at 5.96 µM; 340,000 compounds, 0.5% hits; AID 504803; in the data active = inhibition above about 36%;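 note: 0% = enzyme with DMSO and 100% = wells lacking enzyme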
PRMT1 inh – blocks human protein arginine methyltransferase 1; AID 652257; inhibition, % at 2.79 µM; recombinant PRMT1, activity-based probe fluorescence polarization; 370,000 compounds, 1.3% hits; Q99873;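 active = inhibition above about 21% made by adding two undisclosed values, limit read from the data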
Target sequence (Q99873 whole entry, looked up): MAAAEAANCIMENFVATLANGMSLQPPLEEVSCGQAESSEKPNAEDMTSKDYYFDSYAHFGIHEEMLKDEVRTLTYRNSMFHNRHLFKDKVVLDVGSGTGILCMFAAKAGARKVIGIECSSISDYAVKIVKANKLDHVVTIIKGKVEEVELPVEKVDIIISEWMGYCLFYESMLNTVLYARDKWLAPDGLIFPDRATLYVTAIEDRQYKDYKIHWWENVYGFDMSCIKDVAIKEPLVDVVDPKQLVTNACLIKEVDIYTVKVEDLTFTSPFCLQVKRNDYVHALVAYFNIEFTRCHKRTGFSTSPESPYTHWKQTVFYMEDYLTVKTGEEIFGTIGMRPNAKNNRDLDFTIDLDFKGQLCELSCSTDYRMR
* marks the source's active call; other numbers are inactive results; · = not tested or not shown. This is a subset; count on the stated rates, not on these rows.

structure	HTRA1 inhibitor	Rev-erbA mod	rCAG RNA binder	TCR-CD3 inh	SIAE inh	PG9 binder	LEDGF integ inh	TDP2 inh	PRMT1 inh	mABHD4 FP
Cc1nn(Cc2noc(C(=O)NCCCn3ccnc3)n2)c(C)c1Br	-1	4	-4	3	1	0.0	0	-7	-3	3
O=C(NC1CCSc2ccccc21)c1cc(S(=O)(=O)N2CCOCC2)ccc1Cl (stereo unspecified)	-6	-2	1	2	0	2.7	-1	23	2	3
O=c1[nH]c(SCc2n[nH]c(=S)n2-c2ccccc2)nc2sc3c(c12)CCC3	-1	-3	23	-3	9	-0.8	-2	-7	1	1
COc1cc(C(=O)NNC(=O)C2CCC2)cc(OC)c1OC	10	-10	-1	-3	6	0.6	-3	2	0	2
COC(=O)[C@H](CC(C)C)N(CCc1cn(Cc2ccc(C)cc2)nn1)S(=O)(=O)c1ccccc1Br	·	4	8	·	-7	·	3	-5	-3	-8
Cc1ccc(CSc2nnc(-c3ccc(NS(=O)(=O)c4ccccc4)cc3)o2)cc1	-92	3	25	10	-48	-2.5	0	-11	1	-44
O=C(CSc1ccccc1)N1CCN(c2ccc(F)cc2)CC1	4	-1	-8	-7	0	-0.8	-3	2	2	-6
CCOc1ccc(-n2c(SCC(=O)Nc3cc(C)c(NC(=O)c4ccccc4)cc3OC)nnc2-c2cccs2)cc1	·	-5	10	·	-2	·	2	5	2	-10
C=CCn1c(CC(=O)Nc2ccc(C)cc2C)nnc1SCC(=O)N1CCOCC1	2	2	-5	4	12	0.4	1	12	2	2
CC(C)(C)c1csc(NC2=NS(=O)(=O)c3ccccc32)n1	-5	-4	11	-2	-1	-1.6	4	-10	-1	-1
COc1cccc(NC(=O)C(C)OC(=O)CCCNC(=O)c2ccc(Cl)cc2)c1 (stereo unspecified)	4	0	-2	6	3	0.6	0	12	0	4
C=CCNc1nc2ccccc2nc1NS(=O)(=O)c1ccc(Cl)cc1	6	1	33	5	9	0.9	-2	-6	8	10
CC(NS(=O)(=O)c1ccc(N)cc1)C1CC2CCC1C2 (stereo unspecified)	-6	-6	-1	3	1	-0.8	3	13	-3	-6
CCN(CC)c1ccc(/C=N/NC(=O)c2ccoc2C)c(O)c1	11	0	7	3	1	-4.9	-3	-7	-3	17
O=C(c1cccs1)N1CCn2c1nc1ccccc12	6	0	6	4	1	-1.2	-2	2	0	1
CCc1cc2c(NCc3ccccc3)nc(C)nc2s1	-21	3	-6	0	-5	0.9	-6	12	-1	-9
CCc1nc2c(OCC(=O)C(C)(C)C)cccn2c1N(C)C(=O)c1cccs1	·	-7	0	4	-1	0.2	0	8	2	5
O=C(NCc1ccc(Cl)nc1)c1ccc2sc([C@@H]3O[C@H](CO)[C@H](O)[C@H](O)[C@H]3O)nc2c1	·	7	1	-8	7	-0.7	-8	0	-2	1
Cc1cc(NC(=O)c2cc(-c3cccnc3)nc3c(C)c(C)ccc23)no1	-51	-3	3	2	-19	0.6	1	-3	-2	-1
COc1ccc(S(=O)(=O)Nc2cc(C)nn2-c2ccccc2)cc1	9	-3	6	-1	2	-0.8	-2	1	-1	1
Cc1ccccc1NC(=O)CS(=O)(=O)c1cn(CC(=O)N2CCOCC2)c2ccccc12	-1	5	-3	1	-1	-1.2	4	-4	-3	3
CCN(CC)c1ccc(S(=O)(=O)N2CCOCC2)cc1NC(=O)CSc1ccccc1	-13	1	-2	3	5	-1.0	3	8	1	3
CC(C)(C)[C@H]1CCC(=O)N([C@H](CN=[N+]=[N-])Cc2ccccc2)CC1	-2	-1	-11	2	-2	-2.7	2	-8	-2	-7
CC(=O)c1ccc(N2C(=NC(=O)C3CCCCC3)SC3CS(=O)(=O)CC32)cc1 (stereo unspecified)	-2	-1	3	-4	3	-3.1	0	-11	-6	-7
COc1ccc(C2(CO)OC(CO)C(O)C2O)cc1 (stereo unspecified)	-2	-1	1	-8	-5	2.4	-6	7	-1	-2
CN(C)CCCNC(=S)N(CCCO)Cc1cc2cc3c(cc2[nH]c1=O)OCO3	7	-4	-6	-8	8	-0.7	-3	5	-1	-3
CC(=O)N1CCc2c(sc(NC(=O)CN3C(=O)CCC3=O)c2C(N)=O)C1	0	1	9	-12	2	-1.0	0	-5	-2	3
COc1ccccc1NC(=O)c1ccccc1Oc1ccccc1	-35	6	-3	-3	-4	1.1	-1	8	-1	-7
COc1cc(NC(=O)c2sc3ncn(CC(=O)N4CCCCC4)c(=O)c3c2C)cc(OC)c1OC	-2	-4	1	-4	-2	-1.0	-4	-6	3	2
C/C(=N\NC(=O)C(N)=O)c1ccc(Br)cc1	11	3	0	-9	-4	-0.7	-1	3	1	-3
CCC(C)NC(=O)CSc1nnc(-c2cc(OC)c(OC)c(OC)c2)o1 (stereo unspecified)	·	0	1	·	7	·	7	-4	-4	0
C=CCNC(=S)/N=c1\sccn1C	-2	0	-1	-6	-1	-0.3	-4	3	3	-8
Cc1nc2ccc(NC(=O)c3cccnc3)cc2s1	1	-7	1	-2	-4	1.0	0	8	-1	1
C=CCNC(=S)NCCO	0	5	1	8	5	-0.7	0	10	2	2
O=C(Nc1nnc2n1CCS2)c1ccco1	5	-1	2	8	0	-2.3	0	4	-3	3
CCCCc1c(-c2ccccc2Br)ncn1CCc1ccccc1OC	·	0	3	-3	-2	0.4	3	-3	1	6
CC1(C)Cc2c(sc(NC(=O)c3ccc4ncsc4c3)c2C(N)=O)C(C)(C)N1	-3	2	5	4	-6	-1.8	1	4	-2	-6
O=C(c1ccc(F)c(S(=O)(=O)N2CCOCC2)c1)N(c1ccccc1)c1ccccn1	0	-2	-4	1	-2	2.4	0	-9	1	0
CN(C)c1ccc(N=Nc2ccccc2Br)cc1	28	15	9	-1	6	-1.2	3	2	1	14
S=C(NCCc1ccccc1)Nc1ccccc1N1CCOCC1	-6	-4	-4	3	0	-1.2	0	3	-2	-8
O=C(COC(=O)c1cccnc1Cl)Nc1ccc(N2CCOCC2)cc1	4	-4	0	-7	1	0.9	-4	1	5	2
CC1(N2CCCCC2)C(=O)c2ccccc2C1=O	-3	0	2	-1	-5	0.4	1	62*	-4	2
O=C(Nc1nc(-c2cccs2)cs1)c1ccc(Cl)cc1	-29	-2	5	4	-10	1.2	4	-7	-1	-7
O=C(O)CCc1ccc(-c2ccccc2)n1NC(=O)c1ccco1	-2	0	1	-1	1	-1.6	4	-7	12	2
NS(=O)(=O)c1ccc(CCNS(=O)(=O)c2ccccc2)cc1	3	3	0	0	7	0.6	0	6	-2	1
CN1CCN(S(=O)(=O)c2ccc(C(F)(F)F)cc2)C(c2ccccc2)C1 (stereo unspecified)	0	3	-1	-1	5	0.6	-2	1	1	2
COc1ccc(NC(=O)CN2C(=O)C(C)Oc3ccccc32)cc1OC (stereo unspecified)	-8	-5	-3	10	-3	0.2	-4	1	-2	0
COc1cccc(NC(=O)CN(C)C(=O)c2cccc(S(=O)(=O)N3CC4(C)CC3CC(C)(C)C4)c2)c1 (stereo unspecified)	3	-2	1	-1	-2	-0.2	-1	9	-2	0
Cc1nc(/N=C\c2ccc(N(C)C)cc2)sc1C	-4	4	-1	-8	2	1.0	1	14	-4	3
COC(=O)CCC/C=C1/SCC(NC(=O)c2ccccc2)/C1=N/O (stereo unspecified)	-4	1	4	6	17	-0.9	1	7	7	-3
C=C(C)Cn1c(CCNC(=O)CC)nc2ccccc21	0	-1	0	1	3	-0.8	-3	1	-1	-3
CC(C)OC(=O)c1cc(NC(=O)c2nn(C)cc2Br)cc(C(=O)OC(C)C)c1	-13	3	-2	-3	9	-2.8	-4	5	-1	3
CCOC(=O)c1[nH]c2ccc(F)cc2c1NC(=O)Nc1ccccc1OC	2	0	-3	-7	-5	1.6	3	3	-2	-4
N#Cc1ccc(NC(=O)COC(=O)C2CCC2)cc1	5	0	1	5	3	0.7	-4	11	-5	3
CC(C)Cc1nc2c(nnn2Cc2ccccc2F)c(=O)[nH]1	11	9	-3	-5	0	1.4	4	0	1	-2
CCOc1ccc(N(C)S(=O)(=O)c2cc(-c3cc(C)no3)ccc2C(C)C)cc1	-38	12	5	10	2	-1.2	-1	10	-3	-15
CCOc1ccc(NC(=O)CCNS(=O)(=O)c2cccc3nsnc23)cc1	8	3	0	-7	-8	-2.4	-2	-8	-4	4
CS(=O)(=O)N(CC(=O)NCC1CCCO1)c1cc(Cl)c(Cl)cc1Cl (stereo unspecified)	3	-4	-5	1	1	-0.8	1	2	0	-5

Marked active in TDP2 inh, among the entries above:
SMILES,HTRA1 inhibitor,Rev-erbA mod,TCR-CD3 inh,SIAE inh,PG9 binder,LEDGF integ inh,TDP2 inh,PRMT1 inh
CC1(N2CCCCC2)C(=O)c2ccccc2C1=O,-3,0,-1,-5,0.4,1,62*,-4

Source: PubChem
